Screening results deposited in PubChem by National Center for Advancing Translational Sciences (NCATS).
KCNH2 3.1 block: KCNH2 3.1 (human) potassium channel inhibition; U2OS KCNH2 3.1, thallium flux FluxOr; active compounds read low; activity change, % (tested at about 1.8 µM); hit rate 0.95% among 340,000;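 active = maximum activity change below -70%; inconclusive = maximum activity change from -70% to -50%; inactive = maximum activity change above -50%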;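 note: thallium influx rate constant from kinetic fluorescence after stimulation buffer; % is set by controls: 0 for no effect and ±100 for the full control effect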
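Measured as rate of thallium-driven FluxOr signal in transduced U2OS cells carrying the 3.1 channel, read kinetically for 2 min upon stimulation; values are rate constants scaled to DMSO control wells.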
AT treatment: potential ataxia-telangiectasia treatment | hit rate 0.19% among 320,000 | Potency, µM (top dose mostly 57.5 µM), for the others: at the highest dose activation, most hits filed as activators | […] A-T fibroblasts, KAP-1 phosphorylation AlphaLISA; neocarzinostatin DNA damage 30 min before lysis; note: potency is the fitted concentration of half-maximal effect; % of control where 0% means no effect; nearly all actives have a fitted effect of over 45% in size
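ATM-like activity read as KAP-1 phosphorylation via AlphaLISA donor/acceptor antibody pairs after lysis and 6 hr at 25C. Cells were ATM-null patient fibroblasts ([…], hTERT), dosed 60 min, then exposed to the DSB inducer NCS for 30 min.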
KCNH2 WT inh: blocks the wildtype human KCNH2 potassium channel. U2OS, BacMam KCNH2, thallium flux FluxOr; active compounds read low. activity change, % at 1.84 µM. hit rate 0.37% among 340,000;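 active = maximum activity change below -70%; inconclusive = maximum activity change between -70% and -50%; inactive = maximum activity change above -50%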; note: % is set by controls: 0 for no effect and ±100 for the full control effect
Target sequence (Q12809 whole entry, looked up): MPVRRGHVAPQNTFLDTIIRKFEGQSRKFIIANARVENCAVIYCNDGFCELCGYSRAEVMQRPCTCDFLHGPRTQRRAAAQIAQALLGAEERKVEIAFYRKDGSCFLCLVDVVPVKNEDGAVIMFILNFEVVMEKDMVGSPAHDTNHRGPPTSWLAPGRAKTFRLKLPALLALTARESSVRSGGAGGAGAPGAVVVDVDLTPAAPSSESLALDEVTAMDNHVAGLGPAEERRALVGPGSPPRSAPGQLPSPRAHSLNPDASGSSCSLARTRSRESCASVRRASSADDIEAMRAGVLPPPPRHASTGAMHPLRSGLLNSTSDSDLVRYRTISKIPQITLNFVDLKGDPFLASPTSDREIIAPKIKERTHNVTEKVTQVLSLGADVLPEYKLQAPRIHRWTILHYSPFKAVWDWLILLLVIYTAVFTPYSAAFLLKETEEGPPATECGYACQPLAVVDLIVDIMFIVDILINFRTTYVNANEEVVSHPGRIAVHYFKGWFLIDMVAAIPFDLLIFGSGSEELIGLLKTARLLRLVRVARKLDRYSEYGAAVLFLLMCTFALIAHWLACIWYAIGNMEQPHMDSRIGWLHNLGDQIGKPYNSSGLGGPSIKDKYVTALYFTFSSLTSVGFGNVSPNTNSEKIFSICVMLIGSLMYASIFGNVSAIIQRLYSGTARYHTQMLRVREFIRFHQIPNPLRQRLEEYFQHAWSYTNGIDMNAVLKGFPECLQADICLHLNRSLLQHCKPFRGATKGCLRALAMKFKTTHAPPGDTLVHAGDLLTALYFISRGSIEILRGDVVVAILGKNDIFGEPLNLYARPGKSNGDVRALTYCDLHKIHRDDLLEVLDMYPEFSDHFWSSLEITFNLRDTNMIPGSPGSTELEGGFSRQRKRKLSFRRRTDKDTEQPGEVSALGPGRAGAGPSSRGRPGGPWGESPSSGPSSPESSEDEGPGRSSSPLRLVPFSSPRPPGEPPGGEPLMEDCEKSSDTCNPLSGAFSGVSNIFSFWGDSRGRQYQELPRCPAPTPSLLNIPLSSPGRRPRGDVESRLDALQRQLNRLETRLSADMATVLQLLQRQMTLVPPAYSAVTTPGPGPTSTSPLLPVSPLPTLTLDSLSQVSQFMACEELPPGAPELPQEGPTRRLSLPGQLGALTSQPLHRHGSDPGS
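U2OS cells transduced with wild-type KCNH2 virus are loaded with FluxOr dye for 45 min, and thallium flux is measured in kinetic reads before and after stimulation buffer. Rate constants are normalized to DMSO controls.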
Integrin act MD: integrin-mediated muscular dystrophy alleviation activation. alpha7betagal myoblasts, beta-gal FDG fluorescence, 48 h. AID 624291. Potency, µM (doses to about 38.3 µM), inactives show at the highest dose activation, actives largely listed as activators. hit rate 0.064% among 350,000;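 note: potency is the fitted concentration of half-maximal effect; 100% = response of the positive control SU9516; nearly all actives have a fitted effect of over 60% in size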
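alpha7betagal+/- myoblasts (passage 13, 250/well) treated 48 h at 37C with compounds at 1:260 dilution of DMSO stock. Lysed, then beta-galactosidase activity read as FDG fluorescence (ex 480/em 540) after 30 min, with pre-read for autofluorescence.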
ASM inhibitor: human S-ASM enzyme inhibition; P17405; AID 504937; placental ASM, HMU-PC fluorogenic substrate, 60 min; hit rate 0.006% among 340,000; Potency, µM (highest dose often 57.5 µM), without a hit: at the top dose activity change, negative = inhibition, actives largely listed as inhibitors; note: potency is the fitted concentration of half-maximal effect
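qHTS format. ASM enzyme prepared from human placenta hydrolyses the fluorogenic substrate HMU-PC0 (9 uM final) over 60 min at 37 °C after a 10 min compound preincubation.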
GALK inhibitor: blocks human galactokinase activity | P51570 | Purified GALK, Kinase-Glo residual ATP luminescence | Potency, µM (series often up to 57.5 µM), inactives show top-dose activity change, negative = inhibition, usual class: inhibitors | hit rate 0.007% among 270,000; note: potency is the fitted concentration of half-maximal effect; % is set by controls: 0 for no effect and ±100 for the full control effect
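Quantitative HTS: GALK 5 nM, ATP 35 uM, galactose 100 uM, 1 h room temperature, then luciferase-based ATP detection.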
Coupling enz: coupling enzyme interference in Giardia aldolase counter-screen. coupling enzyme system counterscreen, AmpLite Red fluorescence. AID 2472. hit rate 0.67% among 290,000. activity change, negative = inhibition, % at 58.2 µM, hits read low; in the data active = activity change below about -30%; note: % is set by controls: 0 for no effect and ±100 for the full control effect
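Fluorescence at 525 nm excitation and 598 nm emission measured inhibition of the coupled detection system without aldolase. Compounds (at 57.5 uM final) were preincubated 10 min at room temperature with coupling enzyme reagent before a 20 min substrate/AmpLite Red step.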
TRPV1 agonist: activates the human vanilloid receptor TRPV1; Q8NER1; TRPV1-expressing cells, Fluo-8 calcium influx, agonist mode; activation, % at 8.33 µM; hit rate 0.19% among 320,000; in the data active = activation above about 80%; inconclusive = between about 30% and that limit; note: 0% is about no effect
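Fluo-8 calcium influx in TRPV1-expressing cells, kinetic read (ex 480/em 520 nm). Compound added and read 3 min for agonist activity, followed by capsaicin at EC20 final and 2 min further read for enhancement.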
MBNL1 CUG block: MBNL1-poly(CUG) RNA binding inhibition | hit rate 0.036% among 280,000 | Q9NR56 | TR-FRET MBNL1-His/biotin-(CUG)12 binding, 665/545 ratio | Potency, µM (doses to about 57.5 µM), inactives show at the highest dose activity change, negative = inhibition, hits mostly inhibitors; active = well fitted inhibition curve with a large enough effect in the signal ratio, with a control signal flat, not every such curve was filed as active; inconclusive = small, poorly fitted or top-dose-only effect, or effect the other way, or a change in a side signal; inactive = no such curve, though single readings can be large or run the other way; the % refers to the signal ratio; note: potency is the fitted concentration of half-maximal effect; % is set by controls: 0 for no effect and ±100 for the full control effect
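Compounds (final 92 nM to 58 uM) are added to His-tagged MBNL1 and biotin-(CUG)12, then terbium anti-His antibody and streptavidin-XL665 (5 nM final). After 60 min at room temperature, the 665/545 nm ratio is read.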
MLL CXXC-DNA inh: blocks binding of human MLL CXXC domain to DNA; Q03164; MLL-CXXC / FITC-HOXA9 DNA fluorescence polarization; Potency, µM (top dose mostly 115 µM), inactives show top-dose activity change, negative = inhibition, actives largely listed as inhibitors; hit rate 0.037% among 290,000; active = well fitted inhibition curve with a large enough effect in the polarisation, with a control signal flat, not every such curve was filed as active; inconclusive = small, poorly fitted or top-dose-only effect, or effect the other way, or a change in a side signal; inactive = no such curve, though single readings can be large or run the other way; the % refers to the polarisation; note: potency is the fitted concentration of half-maximal effect
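Steps: dispense CXXC domain solution (7 uM) → pin compounds or unlabeled HOX-A9 DNA control → 5 min ambient → add FLSN-HOX-A9 solution (50 nM) → spin → 30 min ambient → fluorescence polarization. Tris pH 7.5/NaCl/DTT/BSA buffer.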
* hit, by the source's call; i = inactive; ? = inconclusive; / = no result given; [ ] = dose if it differs, or a comment. Unless noted, calls come from the whole dose curve; as a rule, active = well fitted curve in the direction sought with a large enough effect; inconclusive = small, poorly fitted or top-dose-only effect, or another doubt; inactive = no such curve, though single readings can be large; an effect the other way counts as inactive or inconclusive.

Structure	KCNH2 3.1 block	AT treatment	KCNH2 WT inh	Integrin act MD	ASM inhibitor	GALK inhibitor	Coupling enz	TRPV1 agonist	MBNL1 CUG block	MLL CXXC-DNA inh
c1ccc(COc2ncnc3c2ncn3CCCNCCN2CCOCC2)cc1	4.8	/	4.3	9.8%	1.6%	/	/	/	/	/
CCC1Sc2ccc(S(=O)(=O)N3CCN(c4ccccc4)CC3)cc2NC1=O (stereo not drawn)	-18.5	-1.4%	-0.1	-9.6%	-7.2%	2.0%	/	5.0	-9.8%	28.3%
O=C(NCCNC(=O)c1ccc(Cl)cc1Cl)c1ccco1	-5.9	9.7%	1.5	0.0%	-1.3%	0.0%	0.2	-2.0	4.1%	0.7%
Cc1cc(O)c(C=Nc2ccc(Cl)cn2)c(=O)o1	-14.8	10.4%	34.0	23.7%	1.8%	-0.3%	1.7	-1.0	14.9%	63.2%[activator]
Cc1cccc(Cc2nnc(CCC(=O)NCc3ccncc3C)o2)c1	-2.2	3.4%	-6.6	-6.3%	6.1%	-2.0%	2.4	7.0	?	8.4%
Cc1ccccc1NC(=O)Cn1nc(-c2ccc(Cl)s2)ccc1=O	-4.5	-4.8%	2.6	0.0%	-2.7%	7.1%	1.2	15.8	?	-7.5%
CCC(=O)Nc1c(-c2ccccc2Cl)c(=O)c2ccccc2n1CC	-2.8	-10.3%	/	-32.1%	-0.2%	0.6%	0.9	-3.2	-1.4%	2.9%
Cc1cc(=O)oc2cc(OCC(=O)Nc3cccc(S(=O)(=O)N(C)C)c3)ccc12	6.2	3.2%	2.3	36.7%	7.7%	1.1%	-0.2	3.1	/	-7.7%
CC(C)CNc1ncnc2c1cnn2Cc1ccccc1Cl	-16.0	6.9%	2.2	-14.0%	-1.2%	/	-0.1	?	-3.7%	-8.0%
C=CCN(C(=O)CNC(=O)c1ccco1)C(C(=O)NC1CCCCC1)c1ccccc1 (stereo not drawn)	/	0.9%	-11.0	-14.9%	2.5%	-2.4%	-0.5	3.2	-5.5%	14.0%
COc1ccc(CCNC(=O)C2CCCN(S(=O)(=O)c3cnc[nH]3)C2)cc1OC (stereo not drawn)	-6.2	1.6%	-7.8	14.3%	1.6%	0.6%	0.2	0.9	18.9%	2.0%
COc1ccc(OC)c(NC(=O)NCc2ccc(F)cc2)c1	-7.4	22.6%	2.6	18.4%	-1.0%	-1.3%	-2.2	8.3	-4.9%	7.7%
CN(CC(=O)Nc1ccc(Cl)cc1)C(=O)c1cccc(S(=O)(=O)NCc2ccccc2)c1	9.9	6.8%	-2.5	28.7%	-9.1%	2.3%	/	3.4	-1.7%	-8.5%
COc1ccc(CCNC(=O)COC(=O)/C=C/c2cccs2)cc1OC	-6.8	-7.2%	-7.4	15.6%	0.3%	6.0%	1.9	3.3	?	-13.4%
O=C(O)/C=C/c1cccc(NC(=O)Nc2ccc([N+](=O)[O-])cc2)c1	-6.7	-1.8%	-14.6	?	-2.9%	/	19.7	6.8	?	8.6%
Cc1c2cnn(CC(=O)NCCCN3CC(C)CC(C)C3)c(=O)c2c(C)n1Cc1ccc(Cl)cc1 (stereo not drawn)	-30.4	2.4%	20.5	-56.8%[inhibitor]	-1.3%	-2.2%	/	0.1	-3.0%	41.4%[activator]
O=c1[nH]c(=S)n(-c2cccc(Cl)c2)c(O)c1/C=N/N1CCOCC1	-27.7	-6.9%	4.2	4.3%	-5.5%	-0.8%	1.5	-12.2	-7.9%	23.6%
O=C(CNc1ccccc1F)Nc1cccc(S(=O)(=O)N2CCCCC2)c1	11.2	-6.3%	-10.1	-2.5%	1.8%	/	/	5.3	/	/
CCOC(=O)C1=C(C)c2ccccc2N(S(=O)(=O)C(F)(F)F)C1C(=O)OCC (stereo not drawn)	-7.2	14.3%	-5.2	0.0%	-0.6%	/	-0.8	/	/	/
O=C(NCc1ccccn1)c1cn(CCc2ccccc2)nn1	-6.9	4.5%	-14.2	-33.3%	-0.2%	-0.1%	0.3	-1.7	-7.9%	1.0%

(list continues)
Structure	KCNH2 3.1 block	AT treatment	KCNH2 WT inh	Integrin act MD	ASM inhibitor	GALK inhibitor	Coupling enz	TRPV1 agonist	MBNL1 CUG block	MLL CXXC-DNA inh
CCCCNC(=O)CSc1nc2cc3c(cc2c(=O)n1CCC(=O)NCCc1ccc(OC)c(OC)c1)OCO3	1.6	0.7%	-8.6	-3.6%	-3.7%	0.2%	4.1	1.3	-3.0%	10.8%
COc1cc(OC)c2c(C)cc(=O)oc2c1C(CCN1CCOCC1)c1ccc(N(C)C)cc1 (stereo not drawn)	/	-5.4%	/	-8.4%	1.2%	-0.4%	-1.1	?	-0.6%	-2.9%
Cc1nc2ccccc2nc1NS(=O)(=O)c1ccc(N)cc1	-20.5	-0.5%	-0.3	10.9%	1.0%	1.1%	0.5	-9.9	?	2.5%
CC(C(=O)NC1CCCCC1)N(Cc1ccccc1)C(=O)c1snc(C(N)=O)c1N (stereo not drawn)	-0.4	1.5%	9.2	-21.8%	229.2%[activator]	5.7%	-1.6	-5.0	?	11.8%
N/C(=N\OC(=O)COc1ccc(Br)cc1)c1cccnc1	14.2	1.7%	1.4	23.9%	-0.6%	0.6%	2.9	-0.4	-19.6%	-7.9%
Cc1c(NS(=O)(=O)c2cccc(C(=O)Nc3cccc(F)c3)c2)c(=O)n(-c2ccccc2)n1C	-5.9	1.3%	-3.3	6.8%	-2.1%	/	/	6.2	/	/
Cc1ccc(CNC(=O)CCC2CCCN(C(=O)CCC(F)(F)F)C2)o1 (stereo not drawn)	15.9	-1.4%	i	0.0%	-3.9%	-0.8%	-2.0	1.6	1.5%	-13.9%
O=[N+]([O-])c1ccccc1/C=C/c1ccc2ccccc2n1	-14.1	5.6%	-6.9	-38.8%	-2.4%	-2.0%	4.3	10.0	?	-23.2%
COc1ccc(CN(C)C(=O)c2cc(-c3ccccc3)nc3ccc(C)cc23)c(OC)c1OC	0.1	12.7%	-11.4	19.6%	-3.2%	-4.6%	/	20.4	4.2%	15.4%
O=C(N/N=C/c1ccco1)C1CCCC1	4.0	1.5%	-4.8	1.9%	-2.3%	-2.4%	/	-0.3	8.6%	11.4%
Cc1ccc(C)c(Nc2nc3ccccc3n3cnnc23)c1	5.8	5.4%	-1.2	6.0%	-4.2%	-2.8%	1.5	17.5	10.4%	9.8%
Cc1cccc(S(=O)(=O)Nc2nc3ccccc3nc2Nc2cccc(C(=O)O)c2)c1	-7.0	-6.1%	4.9	?	-0.3%	6.3%	14.8	-1.4	-10.5%	4.9%
NS(=O)(=O)c1ccc(NC(=S)NCc2ccc(F)cc2)cc1	1.3	5.6%	5.4	-10.6%	-1.6%	-1.7%	6.8	9.2	-9.3%	15.1%
CCc1c(C(=O)Nc2ccccc2)c(C)[nH]c(=S)c1C#N	-5.9	/	-15.1	15.2%	3.0%	-1.2%	-5.9	-0.3	7.3%	-22.0%
O=C(N/N=C/c1ccccn1)c1cc(-c2ccc(Br)s2)[nH]n1	-5.0	8.2%	-10.8	14.0%	5.7%	16.8%	1.7	-0.7	-0.7%	33.4%[activator]
CCCN1CCN(CCCNC(=O)CCn2nc(-c3ccccc3)ccc2=O)CC1	21.4	-1.7%	-1.2	-24.8%	3.4%	1.6%	1.9	-0.6	-12.1%	6.8%
O=S(=O)(Nc1cccnc1)c1ccc(Br)c2ccccc12	-1.1	6.3%	-0.5	25.0%	5.5%	0.0%	-3.4	0.8	129.0%[activator]	?
CCOC(=O)c1cnn(-c2ccccc2)c1NC(=O)CCl	0.0	8.7%	i	-16.2%	-3.4%	-1.5%	3.7	-8.2	/	-3.1%
COc1ccccc1NC(=S)NC(=O)Cc1ccc(Cl)cc1	37.5	6.8%	9.6	-21.9%	2.3%	-1.9%	0.5	2.1	3.8%	2.2%
CCC1CCCCN1CCCNC(=O)c1ccc2nc(N3CCC(C)CC3)sc2c1 (stereo not drawn)	-17.4	0.7%	32.4	-62.8%[inhibitor]	-5.6%	-2.8%	0.0	3.2	-0.6%	7.1%
Cc1ccc(Cn2cnc3c(nnn3Cc3ccc(Cl)cc3)c2=O)cc1	10.5	3.6%	-5.4	27.6%	-4.0%	-2.5%	0.8	16.6	-6.1%	4.0%
CCc1nc(SCC(=O)NCC2CCCO2)c2c(=O)n(C)c(=O)n(C)c2n1 (stereo not drawn)	2.5	-3.1%	-8.5	?	2.0%	-6.9%	-0.1	-6.1	-1.7%	4.5%
NNC(=O)c1ccc(COc2cccc3cccnc23)cc1	/	-8.9%	-7.6	7.5%	-0.7%	7.4%	-1.4	9.3	11.0%	6.8%
